# Source: PubChem BioAssay (National Center for Advancing Translational Sciences (NCATS))
# AmpC no deterg = blocks E. coli AmpC beta-lactamase in detergent-free assay; P00811; AmpC nitrocefin hydrolysis, absorbance 480 nm, 0.0001% Triton; Potency, µM (highest dose often 57.1 µM), without a hit: at the highest dose activity change, negative = inhibition, actives largely listed as inhibitors; 330,000 tested, 0.52% active; AID 485341;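 note: potency is the fitted concentration of half-maximal effect; plate controls were no compound for no effect and no enzyme for full effect; nearly all actives have a fitted effect of over 20% in size; some results filed as inactive show a strong effect at the top dose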
# Target sequence (P00811 whole entry, looked up): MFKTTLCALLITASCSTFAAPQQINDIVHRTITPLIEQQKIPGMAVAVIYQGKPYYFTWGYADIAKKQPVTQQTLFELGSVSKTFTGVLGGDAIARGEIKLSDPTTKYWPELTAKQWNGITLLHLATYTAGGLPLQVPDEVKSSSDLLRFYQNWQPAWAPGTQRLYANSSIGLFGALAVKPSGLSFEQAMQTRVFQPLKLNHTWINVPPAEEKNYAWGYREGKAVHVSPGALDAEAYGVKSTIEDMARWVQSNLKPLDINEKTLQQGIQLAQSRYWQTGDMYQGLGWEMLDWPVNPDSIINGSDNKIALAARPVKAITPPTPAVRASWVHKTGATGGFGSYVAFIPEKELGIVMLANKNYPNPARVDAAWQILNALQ
#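 AmpC (5.3 nM in the dispensed reagent) in 20 mM phosphate pH 7.0 with 0.01% (detergent screen) or 0.0001% Triton X-100 was preincubated with compounds for 15 min at room temperature. Nitrocefin was then added from an 800 uM solution, and hydrolysis was followed at 480 nm.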
# AmpC inh detg = blocks E. coli AmpC beta-lactamase in detergent assay; AmpC hydrolysis of nitrocefin, absorbance 480 nm, 0.01% Triton; 370,000 tested, 0.041% active; P00811; Potency, µM (titrated, usually from 114 µM), for inactives: top-dose activity change, negative = inhibition, most hits filed as inhibitors;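 note: potency is the fitted concentration of half-maximal effect; 0% = no-compound wells and -100% = no-enzyme wells; nearly all actives have a fitted effect of over 25% in size; some results filed as inactive show a strong effect at the top dose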
#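 20 mM phosphate pH 7.0 + 0.01% (detergent screen) or 0.0001% Triton X-100; 5.3 nM AmpC reagent; cpd preinc 15 min RT; nitrocefin (800 uM stock) to start; A480 q20 s × 4 min; Activity was normalised to no-enzyme and no-compound control wells.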
# Cycloheximide cs = affects cycloheximide protein synthesis inhibition readout, counter-screen; AID 2314; max response, %; 300,000 tested, 12% active; cell reporter, cycloheximide protein synthesis inhibition counterscreen; in the data active = max response mostly above about 13%, no sharp cut-off; inactive = mostly below about 14%; note: read at 38.3 µM for the half of the compounds with a filed dose; 0% is about no effect
# AMA1 RON2 block = AMA1-RON2 (P. falciparum) interaction inhibition; AlphaScreen AMA1-biotinylated RON2 peptide binding; Potency, µM (doses to about 58.2 µM), for inactives: at the highest dose activity change, negative = inhibition, most hits filed as inhibitors; 360,000 tested, 0.2% active;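 note: potency is the fitted concentration of half-maximal effect; 0% = vehicle wells and -100% = peptide control; nearly all actives have a fitted effect of over 45% in size; some results filed as inactive show a strong effect at the top dose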
#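 AMA1 (3D7) with his tag at 25 nM final met compounds first, then biotinylated RON2 peptide at 25 nM; detection used donor plus acceptor beads, 10 µg/mL apiece, read by AlphaScreen after 30 min at room temperature.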
# Shiga toxin inh = inhibitors of Shiga toxin in Vero cells. Vero cells, Shiga toxin protein synthesis inhibition reporter. inhibition, % at 38.7 µM. 290,000 tested, 9.2% active; in the data active = inhibition mostly above about 28%, no sharp cut-off; inactive = mostly below about 43%; note: 0% is about no effect
# Giardia FBPA inh = Giardia lamblia aldolase inhibition; A8B2U2; purified Giardia FBPA; Potency, µM (doses to about 59.6 µM), without a hit: top-dose activity, negative = inhibition, usual class: inhibitors; 290,000 tested, 0.71% active; AID 2451; note: potency is the fitted concentration of half-maximal effect; % is set by controls: 0 for no effect and ±100 for the full control effect; nearly all actives have a fitted effect of over 55% in size
# Target sequence (A8B2U2 whole entry, looked up): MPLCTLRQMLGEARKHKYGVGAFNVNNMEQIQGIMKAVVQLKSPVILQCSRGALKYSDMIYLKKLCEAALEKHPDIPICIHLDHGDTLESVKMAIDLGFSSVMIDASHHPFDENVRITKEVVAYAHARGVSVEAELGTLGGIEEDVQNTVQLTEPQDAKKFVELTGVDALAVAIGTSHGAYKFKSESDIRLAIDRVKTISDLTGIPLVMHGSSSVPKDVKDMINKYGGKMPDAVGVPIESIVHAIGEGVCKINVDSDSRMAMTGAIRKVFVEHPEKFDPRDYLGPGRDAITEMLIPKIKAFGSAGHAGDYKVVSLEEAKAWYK
#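 40 nM FBPA preincubated 10 min at RT with compound (up to 57.5 uM final), then substrate plus GAPDH/TPI/NAD/arsenate coupling and diaphorase/resazurin added. Fluorescence read after 20 min at RT, 525/598 nm.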
# HCMV inh = blocks human cytomegalovirus replication | HFF cells, HCMV-luciferase reporter, 72 h; active compounds read low | activity change, negative = inhibition, % at 57.5 µM | 410,000 tested, 4.5% active | AID 1259415; in the data active = activity change below about -60%; inconclusive = no clear call, values can overlap the other calls; inactive = above about -39%; note: % is set by controls: 0 for no effect and ±100 for the full control effect
#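 Cell-based, HFFs, 1000 cells/well, 16 h 37C; cpds in DMSO + HCMV-luc, MOI 1 PFU/cell; 72 h 37C; OneGlo luminescence after 5 min RT; norm. to buffer vs Salinomycin 10uM.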
# Active calls of the source: *; i = inactive; ? = inconclusive; . = not tested or not shown; & = joins results of further samples; [ ] = another dose, or the depositor's remark. Unless noted, calls come from the whole dose curve; as a rule, active = well fitted curve in the direction sought with a large enough effect; inconclusive = small, poorly fitted or top-dose-only effect, or another doubt; inactive = no such curve, though single readings can be large; an effect the other way counts as inactive or inconclusive.
SMILES,AmpC no deterg,AmpC inh detg,Cycloheximide cs,AMA1 RON2 block,Shiga toxin inh,Giardia FBPA inh,HCMV inh
O=C(CCC(=O)N1CCC2(CC1)OCCO2)Nc1nnc(C(F)(F)F)s1,-12%,-12%,2,2%,-1,2%,37
O=C(Nc1ccc(S(=O)(=O)N2CCCC2)cc1)C1CCN(S(=O)(=O)c2ccc(F)cc2)CC1,-44%,?,.,1%,.,.,?
CC1(C)Cc2c(sc(NC(=O)COc3cccc4ccccc34)c2C#N)C(C)(C)N1,23%,2%,-1,7%,-11,4%,21
COc1ccc(N(CC(=O)N2CCc3ccccc3C2)S(C)(=O)=O)cc1OC,-2%,?,-2,3%,-13,1%,-27
O=C(N/N=C\c1cccc(Cl)c1)c1n[nH]c2c1CCCC2,-29%,0%,59*,22%,78*,-2%,81
O=c1[nH]c(C2CCN(S(=O)(=O)c3ccccc3)CC2)nc2c1nnn2Cc1cccc(Cl)c1,-13%,2%,-1,-22%,15,-2%,3
Cc1cccc(C(C)C)c1NC(=O)C1CN(S(=O)(=O)c2ccccc2)CCN1S(=O)(=O)c1ccccc1 (stereo not given),-20%,-1%,-3,-14%,-6,-1%,-17
O=C(OCCCN1C(=O)c2ccccc2C1=O)c1ccco1,-12%,?,1,-7%,-4,-2%,14
Cn1c(=O)c2c(nc(N3CCc4ccccc4C3)n2C)n(C)c1=O,10%,3%,11,-7%,-8,-1%,34
Cc1cc2oc(=O)cc(-c3ccccc3)c2c(C)c1-c1sccc1C=O,.,.,18,.,i,8%[89.2 µM],.
COc1ccc(NC(=S)N2CCN(Cc3ccco3)CC2)c(OC)c1,-4%,?,-1,-5%,-6,-5%,-10
COc1cc(N=C2C(=O)N3CCCc4cccc2c43)cc(OC)c1,15%,?,-2,-9%[2.32 µM],-1,-13%,-11
CC(C(=O)O)N1C(=O)/C(=C/c2cccn2C)SC1=S (stereo not given),-3%,0%,-3,0%,8,13%,-9
COc1cccc(N2CCN(c3nc(C)c(C)c(=O)[nH]3)CC2)c1,-1%,6%,-1,18%,-3,-12%,3
O=C(O)CC1S/C(=N\N=C/c2ccccc2O)N(c2ccc(O)cc2)C1=O (stereo not given),-20%,2%,-6,1%,-15,9%,-1
CN1CCN(Cc2nc3c([nH]2)c(=O)[nH]c(=O)n3C)CC1,-7%,-9%,-3,9%,17,?,27
COC(=O)C(C#N)c1nc2ccccc2nc1N1CCCC1 (stereo not given),-4%,0%,-1,-1%,14,-6%,11
CC(=O)c1c(C)[nH]c(C(=O)CSc2nnc(-c3ccco3)n2Cc2ccccc2)c1C,88%,?,0,-4%,35,-16%,2
CCOC(=O)C1(CC2CCCCO2)CCN(Cc2ccccc2-c2ccco2)CC1 (stereo not given),46%,-1%,1,-5%,13,-7%,49
O=C(Nc1nnc(Cc2ccccc2)s1)C1CCN(C(=O)c2ccco2)CC1,52%,0%,8,21%,-2,-6%,4

# Exported with bars between the fields: 3 of the compounds above
SMILES | AmpC no deterg | AmpC inh detg | Cycloheximide cs | AMA1 RON2 block | Shiga toxin inh | Giardia FBPA inh | HCMV inh
O=c1[nH]c(C2CCN(S(=O)(=O)c3ccccc3)CC2)nc2c1nnn2Cc1cccc(Cl)c1 | -13% | 2% | -1 | -22% | 15 | -2% | 3
Cc1cccc(C(C)C)c1NC(=O)C1CN(S(=O)(=O)c2ccccc2)CCN1S(=O)(=O)c1ccccc1 (stereo not given) | -20% | -1% | -3 | -14% | -6 | -1% | -17
O=C(OCCCN1C(=O)c2ccccc2C1=O)c1ccco1 | -12% | ? | 1 | -7% | -4 | -2% | 14

# The list continues:
SMILES,AmpC no deterg,AmpC inh detg,Cycloheximide cs,AMA1 RON2 block,Shiga toxin inh,Giardia FBPA inh,HCMV inh
COc1ccc(OCC#CCN2CCCCCC2)cc1,-12%,?,12*,?,30,?,1
Cc1cc(NS(=O)(=O)c2ccc(Nc3nc(-c4ccc(C)c(C)c4)cs3)cc2)no1,-21%,-3%,10,-3%,12,-1%,?
CNC(=O)C(=O)NCCN1CCN(S(=O)(=O)c2ccc3ccccc3c2)CC1,-28%,-12%,-2,-3%,-13,14%,16
Cc1cccc(Nc2nc(-c3c(C)nc4ccccn34)cs2)c1,-30%,2%,0,-1%,-19,-28%,-95*
COc1ccc(Cl)cc1C(=O)NCC(c1ccco1)N1CCCC1 (stereo not given),0.16µM*,3%,-2,-10%,2,-1%,38
CCC1=NN2C(=N)/C(=C\c3cccn3-c3ccc(C)c(C)c3)C(=O)N=C2S1,-51%,?,-3,-12%,-21,12%,-40
COc1cc(C(=O)N2CCN(C(=O)c3cccc4ccccc34)CC2)cc(OC)c1OC,68%[activator],4%,-5,8%,-2,.,7
C=CCn1cc(C(=O)NCCCOC)c(=O)c2cc(S(=O)(=O)N(CC)CC)ccc21,57%,1%,-4,1%,-12,10%,-19
O=C(O)c1cccc(-n2sc3ccccc3c2=O)c1,-9%,-14%,.,-4%,.,.,-61*
Cc1ccc(Cl)c(OCC(=O)NC2CCN(Cc3ccccc3)CC2)c1,50%,?,.,-4%,.,.,-15
C=CCn1c(=S)[nH]c2ccc(Br)cc2c1=O,-44%,0%,-2,95%[activator],-21,-22%,-61*
CC1(c2ccc([N+](=O)[O-])cc2)NC(=O)NC1=O (stereo not given),-10%,0%,-3,0%,-5,-12%,27
N#Cc1ccc(OCC(=O)OCC(=O)NCCC2=CCCCC2)cc1,-3%,-3%,0,4%,-9,-11%,21
CC(=O)N1CCN(C(=O)c2ccc3c(c2)OCO3)CC1,-27%,.,.,-5%,.,.,60
Cc1ccc(-c2nc(N)nc(N)n2)c(C)c1,-4%,-3%,.,-3%,.,.,-95*
COC(=O)c1ccc(NC(=O)c2cn(-c3ccccc3)nc2-c2ccncc2)cc1,?,-1%,2,1%,3,1%,-98*
COc1ccccc1OCCOCCOc1c(C)cc(C)cc1Br,-9%,?,-2,43%[activator],-11,-6%,-22
COc1ccccc1CCC(=O)OCC(=O)NCc1ccc(OC)c(OC)c1,-4%,.,.,-1%,.,.,-6
COc1ccc([C@H]2CC(=O)C=C(c3cc4ccccc4s3)C2)cc1OC,-38%,-4%,.,?,.,.,19
CC(C)Oc1ccc(NC(=O)CCC(=O)O)cc1,-16%,4%,-3,5%,-26,-1%,-17
CC(C)CCN(C(=O)c1cn2ccccc2n1)c1c(N)n(Cc2ccccc2)c(=O)[nH]c1=O,-8%,0%,.,0%,.,.,-12
COc1cccc(C(c2nnnn2Cc2ccco2)N2CCN(Cc3ccccc3)CC2)c1OC (stereo not given),129%[activator],-13%,9,-2%,17,-22%,?
CCCN1CCN(C(=O)Cn2ncc3c([nH]c4ccc(C)cc43)c2=O)CC1,-16%,-1%,6,0%,-16,.,-19
NC(=O)NC(=O)COC(=O)c1ccccc1Oc1ccccc1,-16%,?,7,12%,-15,-14%,-5
CCn1c(CNC(=O)C2CCCCC2)cc2cc(C)ccc21,-22%,-13%,-5,0%,12,12%,-15
O=C(CCC(=O)c1ccc(F)cc1)NCc1ccccc1C(F)(F)F,-5%,-2%,13,7%,13,-3%,?
O=C(NC1CC1)C1=C[C@@H](c2ccc(Br)cc2)C[C@@H](OCCCCO)O1,71%[activator],6%,4,1%,-1,7%,8
COc1ccc(-c2nnc(NC(=O)Cc3ccccc3)s2)c(OC)c1,-28%,-12%,-2,7%,12,7%,-23
COc1cc(/C=C/C(=O)N2CCN(c3ccccn3)CC2)cc(OC)c1OC,38%,6%,-1,3%,-8,.,21
CN(C)CCN1C(=O)c2oc3ccccc3c(=O)c2C1c1ccccc1 (stereo not given),-13%,?,3,.,2,0%,.
O=C(NCc1ccco1)c1cccc(NC(=O)c2ccccc2)c1,-19%,-7%,-1,-16%,-5,-2%,-18
CC(C)c1ccc(NC(=O)NCc2ccc3c(c2)OCO3)cc1,-34%,-2%,12,11%,4,1%,-16
O=c1cc(O)n(-c2ccc(Cl)cc2)c(=S)[nH]1,-33%,-5%,13,-7%,-10,1%,10
Cc1ccc(CC(=O)O/N=C(\N)Cc2ccc([N+](=O)[O-])cc2)cc1,-34%,?,-3,-12%,-9,-2%,2
CCOc1ccc(-c2nonc2NC(=O)c2ccco2)cc1OCC,-17%,-5%&-5%,18,-11%,36*,.,27&1
CC(=O)Nc1c(C(=O)c2ccccc2)oc2ccccc12,-2%,0%,-5,2%,-11,-2%,-29
CSCc1c(C(=O)Nc2ccccc2N2CCOCC2)oc2ccccc12,-16%,?,.,-1%,.,.,-2
COc1ccccc1N1CCN(CC(=O)c2ccc(F)cc2)CC1,-6%,-11%,2,-41%,6,16µM*,54
NC1=NC(=O)/C(=C\c2cccs2)S1,-15%,2%,11,-4%,-1,-6%,151
CN1CCc2c(c3c(n2C)CCN(C)[C@@H]3c2cccnc2)[C@H]1c1cccnc1,-8%&-1%,-9%&-5%,-1&-1,-3%,-10&-2,-16%&-13%,1
O=C(CSc1ncc(C(F)(F)F)cc1Cl)N1CCNC1=O,-22%,.,.,-3%,.,.,-33
CN(C)C1C(=O)C(C(N)=O)C(=O)C2(O)C(=O)C3C(=O)c4c(O)cccc4C(C)(O)C3C(O)C12 (stereo not given),.,.,-2,.,-5,?,.
Clc1cc(Br)ccc1OCCOCCN1CCOCC1,36%,?,4,-1%,6,-20%,14
CC(=O)Nc1cccc(C(=O)Nc2ccc(S(=O)(=O)N3CCCCC3)cc2)c1,-26%,?,.,17%,.,.,-32
Cc1cccc(C)c1NC(=O)c1cccc(N2C(=O)C3CCC(C)CC3C2=O)c1 (stereo not given),1%,3%,6,-8%,17,10%,?
COc1ccccc1N1CCN(C(=O)c2cc3sccc3n2C)CC1,175%[activator],-5%,10,-22%,3,.,-76*
CCOc1ccc(NC(=O)NCCCN2CCCC2)cc1,2%,-4%,-5,-5%,-5,?,1
C[C@H]1CN=C(N(C)C)N1CC1CCCCC1,-16%,-6%,.,7%,.,.,14
CCc1ccc(N(C(=O)CNC(=O)c2ccco2)C(C(=O)NC2CCCC2)c2cccnc2)cc1 (stereo not given),54%,-12%,-3,11%,7,3%,?
CCN1CCCC1CNC(=O)CCc1nnc(CCC2CCCCC2)o1 (stereo not given),105%[activator],-3%,-1,9%,4,-3%,-40
CN(C)CCCN(C(=O)c1ccc(N2C(=O)CCC2=O)cc1)c1nc2c(F)cccc2s1,18%,-11%,7,-3%,3,-1%,8
CCOC(=O)C1CCN(C(=O)c2cc(S(=O)(=O)N3CCCCC3)ccc2C)CC1,63%[activator],4%,-1,-1%,-13,2%,2
CC[C@]12c3[nH]c4cc(CCC(=O)N(C)C)ccc4c3CCN1C(=O)[C@@H](CC(=O)NCCCn1ccnc1)C[C@@H]2C(=O)N1CCN(C(=O)C2CC2)CC1,119%[activator],.,.,0%,.,.,-32
Cc1ccc(C(=O)NNC(=O)CSc2nc(N)cc(N)n2)cc1,-30%,-10%,-2,42%[activator],-10,-29%,-1
